High-throughput results from PubChem BioAssay.
HTR5A ag – HTR5A agonists in luminescence cell assay, primary screen, counter-screen for OPRM1-OPRD1 heterodimer agonist project, full-deck HTS; 5-hydroxytryptamine receptor 5A (Homo sapiens), P47898; cell-based; activation, % at 9.3 µM; 340,000 tested, 0.61% active; AID 504692, 2011; in the data active = activation mostly above about 9.5%, no sharp cut-off; inactive = mostly below about 7.6%;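 also: 0% = cells with vehicle only and 100% = reference agonist; strong numbers were not always called active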
Arrestin-AP2 inh – inhibitors of beta-arrestin/AP2 binding, primary screen, biochemical, GPCR trafficking, flow cytometry. inhibition, % at 10 µM. 340,000 tested, 0.31% active. beta-arrestin 1 C-terminal peptide binding to AP2 beta2-adaptin appendage (human). AID 504490, 2011. FITC-arrestin peptide / GST-AP2 beads; AP2 beta2 appendage carries R879A mutation;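 active = inhibition above a set limit, near 3 SD of compounds lacking own fluorescence, cut at about 54% in these data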;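 also: plate controls were DMSO wells for no effect and 5 µM unlabelled arrestin peptide for full effect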
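Measured by: flow cytometry, FL1 (488/535 nm); Material: AP2 appendage R879A on GSH beads; Evaluation: percent response; Timing: pre-incubation 12 min, peptide binding 1 h, room temperature; Also added: 50 nM FITC-arrestin peptide; Medium: PBS with 0.05% Tween 20 and 0.1% BSA.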
Pemphigus Ab inh – inhibitors of pemphigus antibody binding to DSG3, primary screen, biochemical, bead-based, flow cytometry, scFv-GFP. 310,000 tested, 0.48% active. binding (percent of control), % at 10 µM. DSG3-coupled beads, scFv-anti-DSG3-GFP binding; hits give low values. AID 588358, 2011. Desmoglein-3 (Homo sapiens), P32926;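 active = binding more than 3 SD below its plate's average and above zero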;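 also: hits lower antibody fragment binding to DSG3; some compounds called inactive have numbers as strong as hits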
Target sequence (P32926 whole entry, looked up, the tested form may be a part): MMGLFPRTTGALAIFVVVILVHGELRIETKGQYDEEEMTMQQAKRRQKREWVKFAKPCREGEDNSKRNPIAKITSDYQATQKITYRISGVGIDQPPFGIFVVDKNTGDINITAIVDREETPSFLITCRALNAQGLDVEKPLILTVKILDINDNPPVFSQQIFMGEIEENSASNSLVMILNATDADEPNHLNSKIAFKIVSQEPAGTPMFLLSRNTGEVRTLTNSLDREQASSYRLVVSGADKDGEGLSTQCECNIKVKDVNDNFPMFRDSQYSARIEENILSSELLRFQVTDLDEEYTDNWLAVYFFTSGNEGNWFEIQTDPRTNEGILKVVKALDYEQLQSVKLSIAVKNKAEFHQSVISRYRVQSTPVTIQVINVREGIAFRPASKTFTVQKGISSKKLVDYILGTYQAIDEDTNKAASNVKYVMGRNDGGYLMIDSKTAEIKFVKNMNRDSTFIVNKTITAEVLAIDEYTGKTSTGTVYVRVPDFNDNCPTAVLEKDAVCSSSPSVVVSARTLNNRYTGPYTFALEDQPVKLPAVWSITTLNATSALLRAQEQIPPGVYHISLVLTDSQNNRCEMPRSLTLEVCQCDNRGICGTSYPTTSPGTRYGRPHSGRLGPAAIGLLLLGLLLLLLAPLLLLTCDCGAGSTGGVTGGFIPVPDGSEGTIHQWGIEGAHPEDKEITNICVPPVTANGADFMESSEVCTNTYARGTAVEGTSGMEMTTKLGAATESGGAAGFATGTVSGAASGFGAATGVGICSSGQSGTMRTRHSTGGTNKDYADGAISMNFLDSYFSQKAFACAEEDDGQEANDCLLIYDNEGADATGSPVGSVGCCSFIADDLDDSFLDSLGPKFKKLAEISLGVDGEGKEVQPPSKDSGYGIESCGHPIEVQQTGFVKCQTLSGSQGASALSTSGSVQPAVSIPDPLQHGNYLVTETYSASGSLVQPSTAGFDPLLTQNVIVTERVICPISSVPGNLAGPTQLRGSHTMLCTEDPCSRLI
MOR-DOR inv ag – inverse agonists of MOR-DOR heterodimerization, primary screen, cell-based, luminescence; inhibition, % at 9.3 µM; cell-based MOR-DOR heterodimer luminescence, inverse agonism; AID 504357, 2011; 340,000 tested, 0.21% active; Mu-type opioid receptor (Homo sapiens) + Delta-type opioid receptor (Homo sapiens), …; in the data active = inhibition above about 22%, passing the limit was not always enough;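 also: 0% = cells with DMSO and 100% = wells without cells with DMSO; values of inactives mirror those of a sister screen read the other way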
V-ATPase pHluor – regulators of yeast V-ATPase proton pumping, primary screen, pHLuorin cytosolic pH fluorescence. 350,000 tested, 0.37% active. response, % at 10 µM. AID 504577, 2011. S. cerevisiae; in the data active = response mostly above about 7.3%, no sharp cut-off; inactive = mostly below about 5.4%; also: actives read high; inactives centre near 0; some compounds called inactive have numbers as strong as hits; reference of the scale not given here
MOR-DOR ag – agonists of OPRM1-OPRD1 heterodimerization, primary screen, cell-based, luminescence; AID 504326, 2011; cells; activation, % at 9.3 µM; Mu-type opioid receptor (Homo sapiens) + Delta-type opioid receptor (Homo sapiens), …; 340,000 tested, 0.3% active; in the data active = activation above about 18%;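 also: 0% = vehicle-treated cells and 100% = reference agonist; values of inactives mirror those of a sister screen read the other way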
DAGLB inh – DAGLB lipase inhibitors, primary screen, biochemical, fluorescence, HTS | 340,000 tested, 0.059% active | HEK293T DAGLB membrane lysate, EnzChek fluorogenic substrate | Diacylglycerol lipase-beta (Homo sapiens), Q8NCG7 | inhibition, % at 5.17 µM; in the data active = inhibition above about 34%;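 also: 0% = enzyme with vehicle and 100% = wells lacking enzyme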
PKA-R1A act – activators of PKA-R1A holoenzyme, primary screen, biochemical, fluorescence polarization, Cy5-IP20, bovine R1A, mouse PKAc. AID 504707, 2011. PKA-R1A dissociation; scaled: DMSO 0%, 113 µM cGMP 100%. activation, % at 11.4 µM. cAMP-dependent protein kinase type I-alpha regulatory subunit (Bos taurus) + …. 340,000 tested, 0.083% active;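 active = percent activation above the mean of all tested compounds plus 3 SD, cut at about 19% in these data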;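 also: higher means more PKAc released from R1A so a rise in polarization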
PKA-R2B activ – activators of PKA-R2B holoenzyme, primary screen, biochemical, fluorescence polarization, Cy5-IP20, human; activation, % at 11.4 µM; cAMP-dependent protein kinase catalytic subunit beta (Homo sapiens) + cAMP-dependent …; PKA-R2B holoenzyme dissociation; R2B truncated from residue 108, S112A mutant; 0% DMSO only, 100% 113 µM cGMP; 340,000 tested, 0.079% active;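 active = activation above a cutoff set at the mean over all compounds plus 3 SD, cut at about 18% in these data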;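 also: higher means more holoenzyme dissociation and a rise in polarization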
HTR5A inv ag – HTR5A inverse agonists in luminescence cell assay, primary screen, counter-screen for OPRM1-OPRD1 heterodimer inverse agonist project, full-deck HTS; 340,000 tested, 0.083% active; HTR5A cell line, inverse agonism; inhibition, % at 9.3 µM; in the data active = inhibition mostly above about 23%, no sharp cut-off; inactive = mostly below about 18%;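 also: 0% = cells with DMSO and 100% = no-cell wells with DMSO; some compounds called inactive have numbers as strong as hits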
Starred values were filed as active, the others as inactive; / = no result given.

SMILES	HTR5A ag	Arrestin-AP2 inh	Pemphigus Ab inh	MOR-DOR inv ag	V-ATPase pHluor	MOR-DOR ag	DAGLB inh	PKA-R1A act	PKA-R2B activ	HTR5A inv ag
CCSc1nnc(NC(=O)Cc2cc(OC)c(OC)c(OC)c2)s1	-4	-22	121	9	0	-1.8	0	-7	-14	11
COc1cc(CNc2ncn[nH]2)cc(Br)c1OC	0	-11	98	-3	2	0.6	2	-8	-4	-9
COc1ccc(C=C2C(=O)c3ccccc3C2=O)cc1O	6	6	101	4	9	-0.7	14	-2	0	-16
COc1ccc(OCC(=O)N/N=C(\CCC(=O)O)c2cccs2)cc1	4	50	104	9	2	-1.9	0	6	-4	-11
CC(/C=C1\N=C(SCc2ccccc2Cl)SC1=O)=C\c1ccccc1	4	34	98	-3	-2	0.4	-1	2	-1	4
COc1ccc(CCNC(=O)C2CCN(C(=O)N(C)C)CC2)cc1OC	1	-10	100	13	4	-2.3	4	-3	4	16
CCOC(=O)C(C)n1cnc2scc(-c3ccc(C)cc3)c2c1=O (configuration not stated)	-3	-1	114	13	1	-2.7	1	8	-5	10
Cn1c(=O)n(C)c2cc(S(=O)(=O)N3CCCCC3)ccc21	0	26	124	-19	7	2.3	-2	5	2	-15
Cn1nnc(NC(=O)c2ccccc2)n1	-2	-6	111	14	-1	-2.5	2	-5	-10	16
CCn1c(SCc2nc3ccccc3c(=O)[nH]2)nnc1-c1ccncc1	-1	-3	100	-4	-1	0.8	3	-1	-8	2
CCCNC(=O)COc1ccc2c(=O)c(Oc3ccccc3F)coc2c1	-6	-3	95	-6	-1	0.8	-2	-3	1	17
CCCn1c(=O)c2c(C(F)(F)F)cc(-c3cccs3)nc2n(CCC)c1=O	1	-2	114	21	1	-4.0	-1	1	-7	-3
CC(=O)Nc1ccc(S(=O)(=O)NCCc2ccc3c(c2)OCCO3)cc1	/	/	98	/	1	/	1	10	-2	/
O=C1Nc2ccccc2N(O)N1c1cc(-c2ccccc2Cl)no1	0	-13	104	-2	1	0.2	1	-3	-2	-1
Cc1ccc(C2C3=C(CC(C)(C)CC3=O)Nc3n[nH]c(C)c32)cc1 (configuration not stated)	5	12	97	12	3	-2.5	5	-4	4	-13
Cc1cnc(C(=O)OCC(=O)N2CCc3ccccc32)cn1	0	-8	84	-13	0	1.8	-4	-7	-11	-1
COc1cc(C(=O)OCC(=O)Nc2ccc(S(=O)(=O)NC3=NCCCCC3)cc2)cc(OC)c1OC	0	19	101	-3	0	0.6	1	-6	4	0
Fc1cccc(-c2cc3nc4c(c(NCc5ccco5)n3n2)CCCC4)c1	1	6	107	-9	4	1.6	0	4	-5	-7
Fc1ccc(-c2[nH]ncc2-c2nnnn2-c2ccccc2)c(F)c1	2	18	104	16	-4	-2.9	0	6	2	5
c1cncc(CSc2nnc3ccc(-c4ccco4)nn23)c1	4	4	99	3	7	-0.5	3	-6	2	-12
O=C(NCCSCc1ccc(Cl)cc1)c1cccs1	-5	30	115	3	-3	-0.5	-1	2	-4	-15
Cc1ccc(Cn2ccc(NC(=O)c3cc(-c4ccc(Cl)cc4)on3)n2)cc1	1	17	96	5	0	-0.9	-1	4	-4	2
CCOc1ccc(C(=O)NCCN2CCCC2)cc1	3	-2	98	-18	5	2.9	0	-8	8	8
O=C(CCNS(=O)(=O)c1ccccc1)NNC(=O)c1cccc(Cl)c1	5	24	98	8	0	-2.2	-2	7	-2	-6
Cc1ccc(C(=O)Oc2csc(=S)n2C(=O)c2ccc(C)cc2)cc1	2	-9	/	13	1	-2.8	5	1	1	-2
O=C(NC(CSSCC(NC(=O)c1ccccc1)C(=O)O)C(=O)O)c1ccccc1 (configuration not stated)	7	4	108	11	1	-2.1	-1	5	-12	11
Clc1ccc(-c2csc(N/N=C/c3ccc4c(c3)OCO4)n2)cc1	1	79*	83	-23	5	4.5	2	-1	-5	19
C=CCOc1nc2sc(C)c(C)c2c(=O)n1-c1ccccc1	2	12	114	10	3	-2.1	-3	-10	-6	-7
C=CCNC(=O)c1cc(Cl)ccn1	2	-1	99	12	5	-2.4	-1	5	-5	-5
COc1cc(OC)cc(C(=O)NNC(=O)C2CSC3(C)CCC(=O)N23)c1 (configuration not stated)	4	25	104	5	-2	-1.2	1	11	-6	5

For reference, some entries already given.
SMILES	HTR5A ag	Arrestin-AP2 inh	Pemphigus Ab inh	MOR-DOR inv ag	V-ATPase pHluor	MOR-DOR ag	DAGLB inh	PKA-R1A act	PKA-R2B activ	HTR5A inv ag
CCSc1nnc(NC(=O)Cc2cc(OC)c(OC)c(OC)c2)s1	-4	-22	121	9	0	-1.8	0	-7	-14	11
COc1cc(CNc2ncn[nH]2)cc(Br)c1OC	0	-11	98	-3	2	0.6	2	-8	-4	-9

New compounds follow
SMILES	HTR5A ag	Arrestin-AP2 inh	Pemphigus Ab inh	MOR-DOR inv ag	V-ATPase pHluor	MOR-DOR ag	DAGLB inh	PKA-R1A act	PKA-R2B activ	HTR5A inv ag
CCC(=O)NC(=S)N1CCN(c2ccc([N+](=O)[O-])cc2Cl)CC1	3	-3	95	14	-3	-2.8	1	8	4	-6
CCS(=O)(=O)N1CCc2nc(-c3ccccc3)sc2C1	0	-8	/	3	0	-0.7	-3	-2	0	1
CN(C)S(=O)(=O)c1ccc(C(=O)OC2CCOC2=O)cc1 (configuration not stated)	4	6	/	6	4	-1.0	-5	4	1	5
Cn1c(SCC#N)nnc1-c1ccc2c(c1)OCO2	0	-5	/	14	2	-2.3	1	0	1	-1
CCC(=O)Nc1ccc(N2CCOCC2)c(S(=O)(=O)Nc2ccc(Cl)cc2)c1	-4	-1	/	11	0	-2.9	4	-11	-6	11
CCOC(=O)c1cnc(-n2nc(C)cc2C)nc1NC1CCCCC1	4	3	100	-7	-1	1.1	-4	-11	0	-12
CC(OC(=O)c1cnccn1)C(=O)Nc1nc(-c2cccc([N+](=O)[O-])c2)cs1 (configuration not stated)	-1	34	106	-1	0	0.2	-2	-17	-6	3
CSc1ccc(Cl)c(C(=O)OCC(=O)NC2CC2)c1	-1	-1	/	5	-4	-0.8	0	12	10	-23
Cc1cc(C)c2c(=O)n3c(nc2c1)C(Cc1ccc(O)cc1)NC(=O)c1cccnc1-3 (configuration not stated)	/	/	/	/	-1	/	0	-1	0	/
Cc1ccc(C)n1NC(=O)c1ccc([N+](=O)[O-])cc1	1	13	101	5	6	-0.9	1	2	-3	-4
CN(C)/N=C/c1ccc([N+](=O)[O-])cc1[N+](=O)[O-]	5	17	99	-4	-1	0.8	2	-17	0	8
CN(CCNC(=O)C1CCN(c2ncnc3c2nc2n3CCCCC2)CC1)Cc1ccccc1	11*	26	/	-1	-6	0.1	-2	-4	-2	-17
Cc1ccc2cc3cc(C(=O)NCc4ccco4)oc3nc2c1	6	45	80	-37	1	6.5	-2	1	-4	-14
Cn1nnnc1SCC(=O)Nc1nc2c(s1)CCCC2	10	-5	98	8	0	-1.5	3	-16	-6	-23
CCN(CC)C(=O)/C(=C/c1cn(S(=O)(=O)N(C)C)c2ccccc12)NC(=O)c1ccc(OC)cc1	-4	1	103	-8	0	1.4	1	5	4	-32
Cc1cc(C)cc(NC(=O)CN(C)CC(=O)N(CC(C)C)c2c(N)n(CC(C)C)c(=O)[nH]c2=O)c1	-1	-13	/	17	4	-4.5	-1	0	3	-17
O=S(=O)(c1cc(Cl)c(Cl)cc1Cl)N1CCN2CCCC2C1 (configuration not stated)	1	11	120	10	1	-1.9	1	-2	-9	-3
Cc1ccccc1OCCC(=O)N(Cc1ccccc1)c1c(N)n(Cc2ccccc2)c(=O)[nH]c1=O	0	17	98	6	-2	-1.2	13	2	-1	-4
O=C(NC(Cc1c[nH]c2ccccc12)C(=O)Nc1ccc(F)c([N+](=O)[O-])c1)c1cccs1 (configuration not stated)	0	1	100	-9	1	1.6	2	-11	-5	27
Cc1ccc(Nc2cc(=O)[nH]c(=O)[nH]2)cc1C	0	-3	100	11	-3	-2.3	3	-4	13	-2
COCCn1nnnc1C(CC(C)C)N1CCN(c2nc3ccccc3s2)CC1 (configuration not stated)	2	43	102	14	-2	-2.9	-2	10	-14	14
Cc1cc(C)nc(NS(=O)(=O)c2ccc(NC(=O)c3ccc(O)cc3O)cc2)n1	1	42	115	7	-3	-1.4	2	2	-7	-17
N#CC(c1cccc([N+](=O)[O-])c1)C(CC(=O)c1ccccc1)c1ccccc1 (configuration not stated)	/	/	111	/	-1	/	-5	-6	-4	/
CC1Cc2ccccc2N1C(=O)CSc1ccccc1 (configuration not stated)	0	-1	96	8	-5	-1.4	-7	4	5	1
Cc1cccc(C)c1NC(=S)NC(=O)CCc1ccccc1	2	5	103	-37	-1	6.4	4	0	4	-17
